DNMT1 inh = blocks human DNA methyltransferase DNMT1 | P26358 | DNMT1 molecular beacon, Hinp1I cleavage, fluorescence | inhibition (reported as % activation of signal), % at 10 µM | hit rate 0.83% among 360,000; in the data active = inhibition above about 50%
Target sequence (P26358 504-1616 limits assumed): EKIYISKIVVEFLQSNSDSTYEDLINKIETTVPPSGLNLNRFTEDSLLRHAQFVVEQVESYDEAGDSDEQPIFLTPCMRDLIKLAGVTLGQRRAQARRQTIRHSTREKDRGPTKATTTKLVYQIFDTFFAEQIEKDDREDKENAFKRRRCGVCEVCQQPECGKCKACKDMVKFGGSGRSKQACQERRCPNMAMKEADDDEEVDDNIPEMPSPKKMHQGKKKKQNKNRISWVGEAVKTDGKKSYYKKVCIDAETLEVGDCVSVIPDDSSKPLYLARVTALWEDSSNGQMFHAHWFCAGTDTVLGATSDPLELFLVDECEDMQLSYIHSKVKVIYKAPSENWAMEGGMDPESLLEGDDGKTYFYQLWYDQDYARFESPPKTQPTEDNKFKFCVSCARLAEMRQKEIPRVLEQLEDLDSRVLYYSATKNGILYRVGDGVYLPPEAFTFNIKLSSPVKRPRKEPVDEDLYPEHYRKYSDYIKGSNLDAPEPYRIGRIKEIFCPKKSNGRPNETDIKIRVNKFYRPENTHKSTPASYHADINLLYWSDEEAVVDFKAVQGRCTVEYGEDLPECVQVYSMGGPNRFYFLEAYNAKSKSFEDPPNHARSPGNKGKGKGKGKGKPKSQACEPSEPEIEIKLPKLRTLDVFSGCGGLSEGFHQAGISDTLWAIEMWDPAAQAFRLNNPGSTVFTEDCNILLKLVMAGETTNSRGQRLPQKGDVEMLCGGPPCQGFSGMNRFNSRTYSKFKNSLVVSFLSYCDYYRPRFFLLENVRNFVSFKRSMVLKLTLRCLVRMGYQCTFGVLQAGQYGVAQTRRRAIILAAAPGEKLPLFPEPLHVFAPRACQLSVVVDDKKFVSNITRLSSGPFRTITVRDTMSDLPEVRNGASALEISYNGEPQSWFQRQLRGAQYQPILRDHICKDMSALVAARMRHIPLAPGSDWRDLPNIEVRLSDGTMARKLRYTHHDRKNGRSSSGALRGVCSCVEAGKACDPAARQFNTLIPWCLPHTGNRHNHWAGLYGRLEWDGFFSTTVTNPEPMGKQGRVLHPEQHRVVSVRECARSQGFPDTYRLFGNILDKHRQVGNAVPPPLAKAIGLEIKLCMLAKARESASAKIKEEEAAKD
MsrA act = bovine methionine sulfoxide reductase A activation; purified bovine MsrA, absorbance read-out; activation, % at 10.6 µM; hit rate 0.3% among 360,000; AID 602163; in the data active = activation above about 7.5%;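 also: 0% = vehicle and 100% = reference activator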
Tb MetRS inh = blocks T. brucei methionyl-tRNA synthetase activity; purified T. brucei MetRS, ATP depletion, Kinase-Glo luminescence; inhibition, % at 11.9 µM; hit rate 0.4% among 360,000; AID 624268;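 active = inhibition above a per-plate cutoff of the control wells' mean inhibition plus 3 SD, cut at about 5.5% in these data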;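 also: 0% = DMSO wells median and 100% = median of wells with control inhibitor compound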
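Material: parasite MetRS enzyme / Replication: singlicate, one well per compound / Signal: luminescence of leftover ATP / Schedule: 2 h aminoacylation at 25 °C after 15 min preincubation / Medium: HEPES-MgCl2-KCl buffer plus DTT, spermine, BSA, pyrophosphatase / Doses: 11.9 µM single point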
CendR NRP1 mod = alters CendR peptide binding to human NRP-1. AID 602438. inhibition, % at 25 µM. FAM-RPARPAR peptide binding to NRP-1, fluorescence polarization. hit rate 0.85% among 360,000;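 active = inhibition or corrected inhibition above about 18%, plus a signal ratio from 0.5 to 1.5, limit read from the data, passing the limit was not always enough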; also: strong numbers were not always called active
STEP block = blocks human striatal-enriched tyrosine phosphatase; hit rate 0.25% among 360,000; P54829; inhibition, % at 20 µM; recombinant STEP, OMFP fluorogenic substrate, fluorescence;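 active = inhibition at 20 µM, scaled per plate between control wells, above about 37%, limit read from the data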;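 also: 0% = DMSO with enzyme and substrate and 100% = substrate only without enzyme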
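System: STEP (striatal-enriched tyrosine phosphatase) enzyme, cell-free; medium: Bis-Tris pH 6.0 buffer with DTT, detergent; dosing: 20 µM, 1% DMSO; times: reaction 20 min, ambient temperature; detection: fluorescence, 480/540 nm; read-out basis: normalized % inhibition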
MsrA inhibitor = bovine MsrA inhibition. purified bovine MsrA, absorbance read-out. inhibition, % at 15.5 µM. hit rate 0.75% among 360,000. AID 651718; in the data active = inhibition above about 4.5%;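 also: 0% = vehicle wells with enzyme and 100% = reference inhibitor wells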
eLon inh = E. coli protease La inhibition | hit rate 0.42% among 360,000 | P0A9M0 | inhibition, % at 7.94 µM | purified E. coli Lon protease, fluorescence polarization; in the data active = inhibition above about 13%, passing the limit was not always enough;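 also: 0% = enzyme with probe and DMSO and 100% = no enzyme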
SUMO1-SIM PPI = SUMO1-SIM interaction modulation; P63165; SUMO1 binding to a labelled peptide, TR-FRET, 1 h; inhibition, % at 20 µM; hit rate 0.33% among 360,000; AID 602429; in the data active = inhibition above about 37%
LMPTP block = LMPTP (human) inhibition. P24666. recombinant LMPTP-A, OMFP fluorogenic substrate, fluorescence intensity. inhibition, % at 20 µM. hit rate 0.22% among 360,000;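 active = compounds that cut the enzyme signal by at least half of the control window in the single-dose screen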;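 also: plate controls were DMSO wells with enzyme plus substrate for no effect and substrate without enzyme for full effect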
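Test system: LMPTP-A, protein tyrosine phosphatase of low molecular weight; Input: 0.625 nM enzyme; Incubation: 50 min dark incubation at room temperature; Signal: endpoint fluorescence intensity from OMFP dephosphorylation; Read-out basis: % inhibition versus control wells.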
Scp-1 inhibitor = Scp-1 (human) phosphatase inhibition; Q9GZU7; Recombinant Scp1, phosphopeptide, malachite green phosphate absorbance; inhibition, % at 20 µM; hit rate 0.88% among 340,000;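 active = inhibition above about 50% at 20 µM, limit read from the data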;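 also: plate controls were DMSO wells with enzyme for no effect and wells lacking enzyme for full effect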
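Test system: SCP-1 catalytic domain; Buffer or medium: Acidic Tris acetate buffer with magnesium and detergent; Also added: Phosphorylated 17-residue peptide substrate; Compound: single 20 µM dose, 1% DMSO; Schedule: enzyme reaction 45 min at room temperature, colour 5 min, stabilisation 30 min; Signal: Phosphate-binding colour reagent, absorbance read at 630 nm.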
* = called active by the depositor.

The first 3 compounds, ahead of the listing:
Results for O=C(CC(SCCO)c1ccc([N+](=O)[O-])cc1)c1ccco1 (stereo not drawn) ?
DNMT1 inh: 1; MsrA act: -9; Tb MetRS inh: -0.6; CendR NRP1 mod: 11; STEP block: -2; MsrA inhibitor: 0.3; eLon inh: 10; SUMO1-SIM PPI: -26; LMPTP block: -1.8; Scp-1 inhibitor: 0

Results for CC(=O)C1=C(C)N(CC2CC2)C(=O)N[C@H]1c1cccs1 ?
DNMT1 inh: 6; MsrA act: -3; Tb MetRS inh: -0.3; CendR NRP1 mod: 13; STEP block: -1; eLon inh: -5; SUMO1-SIM PPI: 2; LMPTP block: -2.5; Scp-1 inhibitor: 2

How did CCOc1ccc(N(C)S(=O)(=O)c2ccc(C)c(C(=O)NCc3cccs3)c2)cc1 do in these assays?
DNMT1 inh: -5; MsrA act: -1; Tb MetRS inh: 0.0; CendR NRP1 mod: -2; STEP block: -4; MsrA inhibitor: -0.5; eLon inh: -4; SUMO1-SIM PPI: -1; LMPTP block: 1.4; Scp-1 inhibitor: -3

The listing, repeating the preview:
Results for O=C(CC(SCCO)c1ccc([N+](=O)[O-])cc1)c1ccco1 (stereo not drawn) ?
DNMT1 inh: 1; MsrA act: -9; Tb MetRS inh: -0.6; CendR NRP1 mod: 11; STEP block: -2; MsrA inhibitor: 0.3; eLon inh: 10; SUMO1-SIM PPI: -26; LMPTP block: -1.8; Scp-1 inhibitor: 0

Results for CC(=O)C1=C(C)N(CC2CC2)C(=O)N[C@H]1c1cccs1 ?
DNMT1 inh: 6; MsrA act: -3; Tb MetRS inh: -0.3; CendR NRP1 mod: 13; STEP block: -1; eLon inh: -5; SUMO1-SIM PPI: 2; LMPTP block: -2.5; Scp-1 inhibitor: 2

How did CCOc1ccc(N(C)S(=O)(=O)c2ccc(C)c(C(=O)NCc3cccs3)c2)cc1 do in these assays?
DNMT1 inh: -5; MsrA act: -1; Tb MetRS inh: 0.0; CendR NRP1 mod: -2; STEP block: -4; MsrA inhibitor: -0.5; eLon inh: -4; SUMO1-SIM PPI: -1; LMPTP block: 1.4; Scp-1 inhibitor: -3

Results for CCN(c1cccc2ccccc12)S(=O)(=O)c1ccc(Cl)nc1 ?
DNMT1 inh: -2; MsrA act: -2; Tb MetRS inh: -0.2; CendR NRP1 mod: -1; STEP block: -1; MsrA inhibitor: -0.4; eLon inh: 3; SUMO1-SIM PPI: 3; LMPTP block: 2.5; Scp-1 inhibitor: -17

How did Cc1ccc(N2C(=O)N(CC(=O)Nc3ccc(C)cc3C)C(=O)C2C)cc1 (stereo not drawn) do in these assays?
DNMT1 inh: -3; MsrA act: -2; Tb MetRS inh: -0.8; CendR NRP1 mod: 12; STEP block: -1; MsrA inhibitor: 0.6; eLon inh: -3; SUMO1-SIM PPI: 0; LMPTP block: 0.1; Scp-1 inhibitor: -6

What do the screens show for `CCC(C)NC(=O)c1cccc(OCc2c(C)noc2C)c1` (stereo not drawn)?
DNMT1 inh: 0; MsrA act: -8; Tb MetRS inh: -1.2; CendR NRP1 mod: 2; STEP block: 0; MsrA inhibitor: -0.1; eLon inh: -10; SUMO1-SIM PPI: 0; LMPTP block: -0.2; Scp-1 inhibitor: 5

How did CCCCN1C(=O)C2Cc3c([nH]c4ccccc34)CN2C1=S (stereo not drawn) do in these assays?
DNMT1 inh: -6; MsrA act: -2; Tb MetRS inh: 0.6; CendR NRP1 mod: -60; STEP block: -4; MsrA inhibitor: 1.1; eLon inh: -67; SUMO1-SIM PPI: -13; LMPTP block: 0.4; Scp-1 inhibitor: -2

Results for COc1cccc(/C=N/n2c(-c3cc(C)[nH]n3)n[nH]c2=S)c1 ?
DNMT1 inh: 0; MsrA act: -1; Tb MetRS inh: -0.1; CendR NRP1 mod: 6; STEP block: 0; MsrA inhibitor: -0.4; eLon inh: 6; SUMO1-SIM PPI: 1; LMPTP block: -1.5; Scp-1 inhibitor: 0

Results for CC[C@H](C)C(=O)O[C@H]1CCC=C2C=C[C@H](C)[C@H](CC[C@@H]3C[C@@H](O)CC(=O)O3)[C@H]21 ?
DNMT1 inh: 1; MsrA act: -1; Tb MetRS inh: -1.0; CendR NRP1 mod: -4; STEP block: -1; MsrA inhibitor: -0.1; eLon inh: -11; SUMO1-SIM PPI: 6; LMPTP block: -0.7; Scp-1 inhibitor: -17

Results for Clc1ccc2nc(N3CCNCC3)nc(-c3ccccc3)c2c1 ?
DNMT1 inh: -1; MsrA act: -9; Tb MetRS inh: -0.7; CendR NRP1 mod: 1; STEP block: 4; MsrA inhibitor: 0.2; eLon inh: 0; SUMO1-SIM PPI: -17; LMPTP block: -1.0; Scp-1 inhibitor: -4

What do the screens show for `CCCCc1nnc(NC(=O)C23CC4CC(CC(NC(C)=O)(C4)C2)C3)s1`?
DNMT1 inh: 0; MsrA act: -3; Tb MetRS inh: -0.4; CendR NRP1 mod: 2; STEP block: -4; MsrA inhibitor: 0.1; eLon inh: -4; SUMO1-SIM PPI: 7; LMPTP block: 0.5; Scp-1 inhibitor: -6

Results for Cc1c(-c2ccc(Br)cc2)nc2ccccn12 ?
DNMT1 inh: -1; MsrA act: -2; Tb MetRS inh: 12*; CendR NRP1 mod: -27; STEP block: 0; MsrA inhibitor: 0.2; eLon inh: 2; SUMO1-SIM PPI: 0; LMPTP block: 1.8; Scp-1 inhibitor: 0

What do the screens show for `Cc1cc(/C=C(\C#N)C(=O)NCc2ccco2)c(C)[nH]1`?
DNMT1 inh: 3; MsrA act: 1; Tb MetRS inh: -0.3; CendR NRP1 mod: 7; STEP block: -2; MsrA inhibitor: 3.0; eLon inh: 2; SUMO1-SIM PPI: -12; LMPTP block: 0.7; Scp-1 inhibitor: -6

What do the screens show for `O=C(NNC(=O)c1cc([N+](=O)[O-])ccc1Cl)c1cccs1`?
DNMT1 inh: 5; MsrA act: -13; Tb MetRS inh: -1.0; CendR NRP1 mod: -10; STEP block: -3; MsrA inhibitor: 1.2; eLon inh: 3; SUMO1-SIM PPI: -6; LMPTP block: 0.9; Scp-1 inhibitor: 10

How did CC1(C)Cc2cccc(Oc3ccc(S(=O)(=O)N4CCCCC4)cn3)c2O1 do in these assays?
DNMT1 inh: -1; MsrA act: 7.7*; Tb MetRS inh: 0.0; CendR NRP1 mod: 5; STEP block: -1; MsrA inhibitor: 0.9; eLon inh: 6; SUMO1-SIM PPI: 2; LMPTP block: -0.4; Scp-1 inhibitor: -7

What do the screens show for `CSc1ccccc1C(=O)N1CCN(c2ccc(F)cc2)CC1`?
DNMT1 inh: -5; MsrA act: -5; Tb MetRS inh: -0.8; CendR NRP1 mod: 9; STEP block: -7; MsrA inhibitor: -0.6; eLon inh: -11; SUMO1-SIM PPI: -6; LMPTP block: -1.8; Scp-1 inhibitor: 3

What do the screens show for `Cc1cccc(-n2c(CNC(=O)c3ccc(S(=O)(=O)N(C)C)cc3)nnc2SCC(=O)Nc2ccc(F)cc2)c1`?
DNMT1 inh: 1; MsrA act: -1; Tb MetRS inh: -0.1; CendR NRP1 mod: -2; STEP block: 0; MsrA inhibitor: 0.7; eLon inh: -7; SUMO1-SIM PPI: -2; LMPTP block: -0.9; Scp-1 inhibitor: -7

Results for Cc1nc([N+](=O)[O-])cn1CC(O)c1ccc(Cl)cc1 (stereo not drawn) ?
DNMT1 inh: 1; MsrA act: -7; Tb MetRS inh: -0.9; CendR NRP1 mod: -6; STEP block: 1; MsrA inhibitor: 1.5; eLon inh: 4; SUMO1-SIM PPI: -4; LMPTP block: -1.9; Scp-1 inhibitor: -11

How did O=C(/C=C/c1ccccc1Cl)Nc1ccc(Cl)cn1 do in these assays?
DNMT1 inh: 39; MsrA act: -2; Tb MetRS inh: 0.1; CendR NRP1 mod: -12; STEP block: 0; MsrA inhibitor: -0.5; eLon inh: -7; SUMO1-SIM PPI: 2; LMPTP block: -1.1; Scp-1 inhibitor: -5

What do the screens show for `O=S(=O)(NN=C1CCCCC1)c1ccccc1`?
DNMT1 inh: 4; MsrA act: -3; Tb MetRS inh: 0.1; CendR NRP1 mod: 1; STEP block: 2; MsrA inhibitor: 1.1; eLon inh: 7; SUMO1-SIM PPI: 0; LMPTP block: -1.1; Scp-1 inhibitor: -9

How did CC(=O)c1ccc(-c2nnc(CCC(=O)N(C)Cc3cnc4ccccn34)o2)s1 do in these assays?
DNMT1 inh: 1; MsrA act: -1; Tb MetRS inh: -0.7; CendR NRP1 mod: -9; STEP block: 0; MsrA inhibitor: 1.0; eLon inh: -1; SUMO1-SIM PPI: -24; LMPTP block: 0.8; Scp-1 inhibitor: -4

How did CN(CC(=O)Nc1ccc(Cl)cc1)C1=NS(=O)(=O)c2ccccc21 do in these assays?
DNMT1 inh: -1; MsrA act: 0; Tb MetRS inh: -0.1; CendR NRP1 mod: 5; STEP block: 0; MsrA inhibitor: 1.7; eLon inh: -8; SUMO1-SIM PPI: -4; LMPTP block: -0.8; Scp-1 inhibitor: -5

What do the screens show for `COc1ccc(COCC(O)CN(Cc2ccccc2)C(C)C)cc1OC` (stereo not drawn)?
DNMT1 inh: -39; MsrA act: -1; Tb MetRS inh: -0.3; CendR NRP1 mod: 5; STEP block: 0; MsrA inhibitor: -0.1; eLon inh: -2; SUMO1-SIM PPI: 1; LMPTP block: 2.6; Scp-1 inhibitor: -7

Results for COc1ccc(C(=O)NC(=S)N2CCOCC2)cc1Br ?
DNMT1 inh: 3; MsrA act: -2; Tb MetRS inh: -0.2; CendR NRP1 mod: 8; STEP block: 1; MsrA inhibitor: 0.7; eLon inh: -4; SUMO1-SIM PPI: 4; LMPTP block: -1.7; Scp-1 inhibitor: -10

How did CCc1c(C(=O)N2CCCN(C)CC2)csc1C do in these assays?
DNMT1 inh: 0; MsrA act: -7; Tb MetRS inh: 0.2; CendR NRP1 mod: 4; STEP block: -3; MsrA inhibitor: -0.1; eLon inh: -17; SUMO1-SIM PPI: 1; LMPTP block: -2.4; Scp-1 inhibitor: -4

What do the screens show for `CC(=O)N/C(=C\c1ccccc1)C(=O)OCC(=O)NC1CCCC1`?
DNMT1 inh: -2; MsrA act: -2; Tb MetRS inh: -0.1; CendR NRP1 mod: 8; STEP block: -2; MsrA inhibitor: 0.4; eLon inh: 7; SUMO1-SIM PPI: 1; LMPTP block: -0.8; Scp-1 inhibitor: 1

Results for O=C(CSc1nnc(-c2ccco2)o1)c1ccc(O)cc1O ?
DNMT1 inh: 7; MsrA act: -16; Tb MetRS inh: -1.5; CendR NRP1 mod: -90; STEP block: -6; MsrA inhibitor: 1.4; eLon inh: -2; SUMO1-SIM PPI: 10; LMPTP block: -1.1; Scp-1 inhibitor: -12

Results for CC(=O)c1sc(NC(=O)C2CC(=O)N(Cc3ccco3)C2)nc1-c1ccccc1 (stereo not drawn) ?
DNMT1 inh: 5; MsrA act: -10; Tb MetRS inh: -0.5; CendR NRP1 mod: 4; STEP block: -2; MsrA inhibitor: 2.1; eLon inh: 11; SUMO1-SIM PPI: -12; LMPTP block: -1.0; Scp-1 inhibitor: 21

Screening results from PubChem.
